Compound activity from PubChem BioAssay.
Lipid storage S3 – qHTS Assay for Lipid Storage Modulators in Drosophila S3 Cells | Drosophila S3 cells, BODIPY lipid droplet fluorescence, 18-24 h; cells fed with added oleic acid | lipid storage change, negative = inhibition, % at the top dose, mostly 46.1 µM; hits show Potency in µM | hit rate 0.64% among 320,000 | AID 2685; active = well fitted inhibition curve with a large enough effect in the signal ratio, with a control signal flat, not every such curve was filed as active; inconclusive = small, poorly fitted or top-dose-only effect, or effect the other way, or a change in a side signal; the % refers to the signal ratio
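Drosophila S3 cells got compounds at several concentrations plus oleic acid (400 uM solution). Laser-scanning cytometry with 488 nm excitation read lipid droplets at 500-530 nm and cells at 575-640 nm. Percent activity was relative to 20 uM Triacsin C.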
Lipid storage S3 cell count max – also measured in Lipid storage S3; calls as there; cell number change, %; measured here: cell count max response;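 cells counted by Cell Tracker Red CMTPX staining in the red channel; peak over a dose series mostly up to 46.1 µM; percent activity relative to internal control wells on each plate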
Active calls of the source: *; i = inactive; ? = inconclusive; nt = no result given; [ ] = another dose, or the depositor's remark. % is set by controls: 0 for no effect and ±100 for the full control effect; potency is the fitted concentration of half-maximal effect. A portion of the library. The share of hits here may be higher or lower than overall.

| molecule | Lipid storage S3 | Lipid storage S3 cell count max |
| --- | --- | --- |
| Cc1ccc(-c2ccc(=O)n(CCC(=O)N3CCN(c4cccc(C)c4)C(C)C3)n2)cc1 (configuration not stated) | 9% | 2 |
| CCOc1ccc(C2C(C(=O)OC)=C(C)N=C3SCCC(=O)N32)cc1OCC (configuration not stated) | ? | nt |
| CC(=O)c1ccc(OCCCC(=O)Nc2cccc(S(=O)(=O)N3CCCCC3)c2)cc1 | 15% | -10 |
| C=CCn1c(SCC(=O)NCCC2=CCCCC2)nc2ccc(Cl)cc2c1=O | 2% | 11 |
| COc1ccccc1C(=O)COC(=O)CNS(=O)(=O)c1ccc(C)c(C)c1 | ? | nt |
| CC1Cc2cc(/C(O)=C3/C(=O)C(=O)N(CCN4CCOCC4)C3c3ccc(C(C)C)cc3)ccc2O1 (configuration not stated) | ? | nt |
| COc1ccc(NC(=O)c2cc(S(=O)(=O)Nc3ccc(OC)cc3)cs2)cc1 | 8% | 9 |
| CCCCCCC(=O)Nc1nc(C)c(-c2csc(Nc3cc(OC)ccc3OC)n2)s1 | -1% | -23 |
| CC(=O)Nc1ccc(S(=O)(=O)NNC(=O)c2cccc([N+](=O)[O-])c2)cc1 | ? | nt |
| COC(=O)c1ccsc1NC(=O)CSc1nnnn1-c1ccccc1SC | ? | nt |

Full records, quoted from the list. Values in the order: Lipid storage S3 | Lipid storage S3 cell count max
COC(=O)c1ccsc1NC(=O)CSc1nnnn1-c1ccccc1SC in the list: ? | nt
CC(=O)Nc1ccc(S(=O)(=O)NNC(=O)c2cccc([N+](=O)[O-])c2)cc1 in the list: ? | nt

Later entries:
| molecule | Lipid storage S3 | Lipid storage S3 cell count max |
| --- | --- | --- |
| Cc1ccc(NC(=O)CN2C(=O)CSC2=O)cc1 | 3% | -1 |
| Cc1ccc(/C=C2\S/C(=N/S(=O)(=O)c3cccs3)NC2=O)cc1 | 6% | 4 |
| COCCNC(=O)C(c1ccc(F)cc1)N(Cc1ccccc1)C(=O)CCC(=O)Nc1nccs1 (configuration not stated) | i | 25 |
| COc1ccc2oc(=O)c(C(=O)N3CCN(c4ccccc4)CC3)cc2c1 | ? | nt |
| COCCCNC(=S)N1CCN(c2ccccc2)CC1 | ? | nt |
| COCC1CCCCN1Cc1cn[nH]c1-c1ccc2cc(OC)ccc2c1 (configuration not stated) | ? | nt |
| CCOC(=O)[C@H]1[C@H]2COc3ccc(Br)cc3[C@@H]2N2C(=O)CN(Cc3ccc(F)cc3)C(=O)[C@@]12C | 10% | -3 |
| O=C(O)c1cccc(COCC(F)(F)C(F)F)c1 | ? | nt |
| CC1(C)Cc2nc3sc(C(=O)NCCCO)c(N)c3cc2CO1 | 0% | 14 |
| N#CCCn1c(SCC(=O)N2CCN(S(=O)(=O)c3ccccc3)CC2)nc2ccccc21 | ? | nt |
| Cc1cc2ccccc2n1CCNC(=O)Cc1cccc2ccccc12 | i | 12 |
| CCOC(=O)C1=C(COC(=O)[C@H](C)NS(=O)(=O)c2ccccc2F)NC(=O)NC1C (some centres not stated) | 14% | 7 |
| COC(=O)c1sccc1NC(=O)c1ccc(C(C)C)cc1 | ? | nt |
| Cc1oc(-c2cccs2)nc1CN1CCN(CCC(C)C)C(CCO)C1 (configuration not stated) | 7% | -15 |
| Cc1[nH]c2ccccc2c1C(C[N+](=O)[O-])c1cccc(O)c1 (configuration not stated) | ? | nt |
| O=C(CCn1c(=S)[nH]c2ccccc2c1=O)N1CCCCC1 | ? | nt |
| O=C(NCc1ccc2c(c1)OCO2)C1CCN(Cc2cnn(-c3ccccc3)c2-n2cccc2)CC1 | 10% | -7 |
| COc1ccc(/C=C2\Oc3cc(OC(=O)N4CCOCC4)ccc3C2=O)cc1 | ? | nt |
| O=C(O)/C=C/c1cn(-c2ccccc2)nc1-c1ccccc1 | ? | nt |
| COCCSc1nnc(NC(=O)c2ccco2)s1 | i | -6 |
| C/C(=N\NC(=O)c1cc(-c2cccc([N+](=O)[O-])c2)n[nH]1)c1ccccc1O | ? | nt |
| O=C(/C=C/c1cccc(Cl)c1)c1ccc([N+](=O)[O-])o1 | ? | nt |
| CC(=O)Nc1c(O)nc(C)[nH]c1=O | -9% | 20 |
| CN1CCN(C(=O)C23CC4CC(C)(CC(C)(C4)C2)C3)CC1 | ? | nt |
| COc1cc(/C=N\NC(=O)c2ccc(C)nc2)ccc1OC(=O)c1ccc2c(c1)OCO2 | 3% | -3 |
| COc1ccc(-n2c(SCC#N)nnc2-c2ccc(NS(=O)(=O)c3ccc(C)cc3)cc2)cc1 | ? | nt |
| O=S(=O)(c1ccc(Cl)cc1)N1CCNCC1 | ? | nt |
| O=C(CC(c1ccccc1)c1ccccc1)Nc1ccncc1 | 6% | 7 |
| CCCCc1nc(S(=O)(=O)c2ccc(Cl)cc2)c(N2CCOCC2)o1 | 7% | 15 |
| CCCOC(=O)CSC1=C(C#N)C(c2ccccc2Cl)CC(=O)N1 (configuration not stated) | ? | nt |
| CCN(CC)CCNC(=O)c1ccc(NC(=O)c2cc(-c3ccco3)nc3ccccc23)cc1 | ? | nt |
| O=C(Nc1nc2ccccc2s1)c1cc(-c2ccccc2)nn1-c1ccccc1 | ? | nt |
| Cc1ccccc1OCC1CN(CN2CCOCC2)C(=O)O1 (configuration not stated) | 5% | -14 |
| C#CCOCCOCCOCCNc1nc(N2CCN(C(=O)[C@H](CCCCN)n3cc(CCC(=O)O)nn3)CC2)nc(N2CCN(C(=O)[C@H](CCCCN)n3cc(CC(C)O)nn3)CC2)n1 (some centres not stated) | ? | nt |
| CCn1cc(Cl)c(C(=O)Nc2cc(C(=O)OC)cc(C(=O)OC)c2)n1 | ? | nt |
| O=C(COC(=O)c1cc(S(=O)(=O)N2CCOCC2)cs1)c1ccccc1 | ? | nt |
| O=C(CSc1nnc(-c2ccc(NS(=O)(=O)c3ccccc3)cc2)o1)NCC1CCCO1 (configuration not stated) | ? | nt |
| COc1ccc(-n2c(SCC(=O)Nc3ccc(Cl)cc3)nc(O)c(Cc3ccccc3)c2=O)cc1 | i | -18 |
| O=C(O)COc1ccccc1/C=N/NC(=O)CSc1nc2ccccc2c(=O)n1-c1ccccc1 | 24% | -19 |
| COc1ccc(OC)c(Nc2nc3ccc(C)cc3n3cnnc23)c1 | ? | nt |
| COc1ccc(-c2cc(C(=O)O)nc3ccc4ccccc4c23)cc1OC | 9% | 14 |
| CC(=O)Nc1ccc(NC(=O)COC(=O)c2ccccc2C(=O)c2ccccc2)cc1 | ? | nt |
| CCOC(=O)Nc1cc(Br)c2c(c1)OCCO2 | i | 10 |
| O=C(NC(=S)N(Cc1ccccc1)c1ccccn1)C1CC1 | 3% | -3 |
| CCc1nnc(NC(=O)CSc2nc(-c3ccc(F)cc3)cc(-c3ccccc3)c2C#N)s1 | 8% | 1 |
| COCc1c(C(=O)OCc2c(C)noc2C)oc2ccccc12 | 4% | -10 |
| CC12CC3(C)CC(C)(C1)CC(C(=O)NC(=S)N1CCCC1)(C2)C3 | 0% | -1 |
| Cc1ccccc1NC(=O)c1ccc(OCC(=O)Nc2ccccc2F)cc1 | ? | nt |
| Cc1cccc2cc(C(c3nnnn3C(C)(C)C)N(Cc3ccco3)CC3CCCO3)c(=O)[nH]c12 (configuration not stated) | 30% | -7 |
| CCOc1cnc(C(=O)NNC(=O)c2ccccc2Br)o1 | 10% | 28 |

More results:
| molecule | Lipid storage S3 | Lipid storage S3 cell count max |
| --- | --- | --- |
| CC(C)NC(=O)c1ccc(NC(=O)CC2SC(N3CCCC3)=NC2=O)cc1 (configuration not stated) | ? | nt |
| Cc1ccc(S(=O)(=O)N2CCN(CC(=O)NCC3(N4CCOCC4)CCCCC3)CC2)cc1 | ? | nt |
| O=C(N/N=C/c1cccnc1)c1cccc(NC(=O)c2cccc(Br)c2)c1 | ? | nt |
| COc1cccc(C(=O)NC2CC3CCCC(C2)N3CC(=O)Nc2ccccc2C(F)(F)F)c1 (configuration not stated) | ? | nt |
| O=C(CCC1CCCC1)N1CCC(N2CCN(c3ccccc3)CC2)CC1 | i | 22 |
| CCn1c(CC(=O)Nc2ccc(C)c(Cl)c2)nnc1SCc1ccc(Cl)c(Cl)c1 | 0% | -5 |
| CCOc1ccc(OCCC(=O)Nc2cccc(S(=O)(=O)N3CCCC3)c2)cc1 | ? | nt |
| Clc1ccc(-c2cn3cccnc3n2)cc1 | ? | nt |
| CCOC(=O)C1CCN(Cc2cn[nH]c2-c2ccccc2)CC1 | 14% | 5 |
| CCOC(=O)C1=C(C)C(c2ccc(OC)cc2)NC(=O)N1 (configuration not stated) | -3% | 6 |
| O=C(O)CSc1nnc(-c2ccncc2)n1C1CCCCC1 | ? | nt |
| COC(=O)c1ccc(CNC(=O)c2cc3ccccc3oc2=O)cc1 | -2% | 5 |
| CC(C)C(=O)N1CCC2(CC1)Oc1ccc(Cl)cc1C(=O)C21CC(c2cccnc2)=NO1 (configuration not stated) | 1% | 2 |
| Cc1ccc(OCC(=O)OCc2nc3scc(-c4ccccc4)c3c(=O)[nH]2)cc1C | i | nt |
| C(=C\c1ccccc1)/CSc1nnc(-c2cccnc2)o1 | -7% | -10 |
| O=C(CSc1ccc2c(c1)OCCO2)Nc1cccnc1 | ? | nt |
| Cc1c(C(=O)N2CCCC(C)C2)sc2ncnc(N3CCCCC3C)c12 (configuration not stated) | 8% | 22 |
| COc1ccccc1C(=O)NC(=O)COC(=O)C1CCC1 | 14% | nt |
| O=C(/C(=C(\[O-])c1ccccc1)[n+]1ccc2ccccc2c1)c1ccc([N+](=O)[O-])cc1 | ? | nt |
| Cc1ccc([C@@H]2CC=C(C(=O)O)[C@H](c3cccc(Cl)c3)N2S(=O)(=O)c2ccc(C)cc2)cc1 | -12% | -4 |
| CCOC(=O)c1c(C)[nH]c(C2=NNC(=Nc3ccc(OCC)cc3)SC2)c1C | ? | nt |
| CCc1ccc(-c2cc(C)no2)cc1S(=O)(=O)N1CCOc2ccccc21 | 16µM* | -0.5* |
| O=C(NN1C(=O)/C(=C\c2cccnc2)SC1=S)c1ccco1 | i | nt |
| COc1ccc(NC(=O)CSc2nnc(-c3cccnc3)o2)c(OC)c1 | ? | nt |
| Cc1nc(-c2ccc(NC(=O)Cc3ccccc3)cc2)cs1 | ? | nt |
| O=C(Nc1ccc2ccccc2c1)c1ccc(Br)o1 | ? | nt |
| S=C1NCCOCCOCCOCCOCCN1 | 13µM* | 20* |
| COc1ccc2[nH]c3c(N4CCC(O)(c5cccc(C(F)(F)F)c5)CC4)ncnc3c2c1 | ? | nt |
| COc1cccc(-c2nnc3sc(-c4ccc(C)cc4)nn23)c1 | 7% | -1 |
| CCOC(=O)c1c(CSC(=N)N)n(C)c2cc(Br)c(OC(C)=O)cc12 | 13% | 12 |
| CC(=O)N1c2ccc(S(=O)(=O)N(C)CC(=O)NC(C)c3ccccc3)cc2CC1C (configuration not stated) | ? | nt |
| CCOC(=O)C1CCCN(C(=O)C2CCN(S(=O)(=O)c3cnc[nH]3)CC2)C1 (configuration not stated) | ? | nt |
| CCCCCC(=O)N/N=C/c1ccc(N(C)C)cc1 | 1% | -21 |
| O=C(O)CC/C(=C\c1ccc(Cl)c([N+](=O)[O-])c1)c1nc2ccccc2s1 | 28% | nt |
| OCC[n+]1ccc(/C=C/c2c[nH]c3ccccc23)cc1 | i | -2 |
| CCCOc1ccc(Cc2c(O)nc(SC)[nH]c2=O)cc1C | -12% | -31 |
| O=P(COCCCCCOCP(=O)(c1ccccc1)c1ccccc1)(c1ccccc1)c1ccccc1 | 4% | -1 |
| Cc1cc(/C=N/NC(=O)C(=O)N2CCCC2)c(C)n1-c1cccc(Br)c1 | -4% | 3 |
| COc1ccc(C2=Nn3c(nnc3-c3ccccn3)SC2)cc1 | -15%[9.22 µM] | -15 |
| O=c1ccc2cc3ccoc3cc2o1 | 28% | 22 |
| Cc1cc(C)cc(OCC(=O)Nc2ccc(S(=O)(=O)Nc3ccccn3)cc2)c1 | 9% | 3 |
| COc1cc(S(=O)(=O)N2CCN(c3ccccc3)CC2)ccc1Cl | ? | nt |
| CCCOc1ccc2ccccc2c1/C=N/n1cnnc1 | i | nt |
| Cc1cc(NC(=O)Cn2c(=O)n(Cc3ccccc3)c(=O)c3ccccc32)no1 | ? | nt |
| CCCn1cc(S(=O)(=O)c2ccccc2)c(=O)c2cc(OC)c(OC)cc21 | ? | nt |
| COCc1cc(=O)n2[nH]c(-c3ccsc3-n3c(C)ccc3C)cc2n1 | i | nt |
| COc1ccc(/C=N/NC(=O)NC23CC4CC(CC(C4)C2)C3)c(OC)c1 | 3% | -8 |
| COc1ccc(-c2noc(=O)n2CC(=O)N2CCC(Cc3ccccc3)CC2)cc1 | 22% | 4 |
| O=C(CCCCCN1C(=O)CCC1=O)Nc1ccc2c(c1)OCCO2 | i | nt |
| COc1ccc(-c2nnc3sc(-c4cccs4)nn23)cc1OC | 17% | 0 |
| S=C(NCc1cccnc1)Nc1ccc(Oc2ccc(Cl)cc2)cc1 | 6% | 12 |
| O=C(CSc1ncc(-c2ccccc2)[nH]1)Nc1ccccc1F | -5% | -26 |
| Cc1cc(NC(=O)CCS(=O)(=O)c2ccc(F)cc2)no1 | ? | nt |

Some of these compounds in order of heavy-atom count, smallest number first:
| molecule | Lipid storage S3 | Lipid storage S3 cell count max |
| --- | --- | --- |
| O=C(CSc1ncc(-c2ccccc2)[nH]1)Nc1ccccc1F | -5% | -26 |
| S=C(NCc1cccnc1)Nc1ccc(Oc2ccc(Cl)cc2)cc1 | 6% | 12 |
| CCCn1cc(S(=O)(=O)c2ccccc2)c(=O)c2cc(OC)c(OC)cc21 | ? | nt |
| Cc1cc(C)cc(OCC(=O)Nc2ccc(S(=O)(=O)Nc3ccccn3)cc2)c1 | 9% | 3 |
